# Screens (PubChem BioAssay)
# SENP8 block: inhibitors of human SENP8 protease; Q96LD8; recombinant SENP8, Nedd8 substrate fluorescence; inhibition, % at 20 µM; 360,000 tested, 0.64% active; AID 602440; in the data active means inhibition mostly above about 40%, no sharp cut-off; inactive means mostly below about 27%
# Target sequence (Q96LD8 whole entry, looked up): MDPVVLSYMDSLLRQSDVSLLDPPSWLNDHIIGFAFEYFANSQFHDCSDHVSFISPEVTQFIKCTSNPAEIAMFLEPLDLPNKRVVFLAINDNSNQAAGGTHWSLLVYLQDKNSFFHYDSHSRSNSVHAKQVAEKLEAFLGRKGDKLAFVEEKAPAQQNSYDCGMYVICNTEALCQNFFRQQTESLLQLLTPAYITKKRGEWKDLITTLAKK
# hIAP act: human IAP activation. P09923. purified human IAP, CDP-Star luminescence, 30 min; hits give high values; 1 = vehicle-only enzyme, 0 = enzyme-free background. activation factor at 10 µM. 330,000 tested, 0.16% active. AID 2524;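 active means activation factor of the enzyme at least 2-fold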; further: the source names both 10 and 20 µM as test concentration; values of inactives mirror those of a sister screen read the other way
# MPTP block: permeability transition pore inhibition | isolated mouse mitochondria, Ca2+ swelling absorbance, 30 min | inhibition, % at 10 µM | 360,000 tested, 1.4% active | AID 602449;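 active means inhibition of 50% or more, scaled per plate between neutral and stimulator controls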;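 further: 0% = DMSO wells given calcium and 100% = 1 mM EGTA wells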
# PfGluPho inh: PfG6PD (Plasmodium falciparum) enzyme inhibition; PfGluPho enzyme, NADPH resazurin-diaphorase fluorescence; AID 504690; inhibition, % at 20 µM; 350,000 tested, 0.78% active;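 active means inhibition reaching at least a set limit at 20 µM in the primary screen, cut at about 59% in these data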;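 further: 0% = DMSO wells with substrate and 100% = DMSO wells lacking glucose-6-phosphate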
# ATG4B inh: inhibitors of human ATG4B cysteine protease; inhibition, % at 8.33 µM; ATG4B cleavage of LC3-PLA2, NBD-HPC fluorescence, 1 h; Q9Y4P1; 340,000 tested, 0.51% active; in the data active means inhibition above about 40%
# GRIN3A LBD mod: NR3A (human) ligand-binding domain modulation; NR3A LBD differential scanning fluorimetry, Tm shift; 0% = protein alone, 100% = glycine-bound protein; Tm shift relative to glycine control, % at 25 µM; 340,000 tested, 2.5% active; AID 1259313;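 active means melting temperature shift of at least 10% of the positive control shift, at one fixed dose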
# SENP6 block: SENP6 protease inhibition; inhibition, % at 10 µM; Recombinant SENP6 catalytic domain, aminoluciferin luminescence; Q9GZR1; 330,000 tested, 1.8% active;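 active means inhibition above about 50% at the single tested dose, limit read from the data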;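 further: plate controls were DMSO wells with enzyme for no effect and DMSO wells lacking enzyme for full effect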
# Target sequence (Q9GZR1 628-1112 limits assumed): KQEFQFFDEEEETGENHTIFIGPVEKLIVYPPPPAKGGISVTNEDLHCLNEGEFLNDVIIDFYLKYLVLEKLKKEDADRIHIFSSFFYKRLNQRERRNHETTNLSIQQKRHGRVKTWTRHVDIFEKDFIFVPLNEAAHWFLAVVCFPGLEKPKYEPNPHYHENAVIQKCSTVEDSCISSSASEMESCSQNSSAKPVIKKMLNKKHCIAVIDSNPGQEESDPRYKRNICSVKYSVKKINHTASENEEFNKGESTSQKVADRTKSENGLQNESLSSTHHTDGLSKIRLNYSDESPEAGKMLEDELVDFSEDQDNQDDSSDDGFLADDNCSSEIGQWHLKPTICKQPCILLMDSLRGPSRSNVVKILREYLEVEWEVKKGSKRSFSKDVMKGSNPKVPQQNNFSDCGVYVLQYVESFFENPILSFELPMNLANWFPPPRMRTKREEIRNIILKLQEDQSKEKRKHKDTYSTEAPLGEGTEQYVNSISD
# SENP1 inh: inhibitors of human SENP1 SUMO protease catalytic domain; recombinant SENP1 catalytic domain, CyPet-SUMO1-YPet FRET cleavage; inhibition, % at 10 µM; 360,000 tested, 0.21% active;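 active means inhibition at least 30% at 10 µM, raw YFP signal under a set limit, fluorescence ratio 0.5 to 1.5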;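 further: 0% = enzyme with DMSO and 100% = no enzyme wells; some results filed as inactive read as strong as hits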
# Target sequence (Q9P0U3 419-644 limits assumed): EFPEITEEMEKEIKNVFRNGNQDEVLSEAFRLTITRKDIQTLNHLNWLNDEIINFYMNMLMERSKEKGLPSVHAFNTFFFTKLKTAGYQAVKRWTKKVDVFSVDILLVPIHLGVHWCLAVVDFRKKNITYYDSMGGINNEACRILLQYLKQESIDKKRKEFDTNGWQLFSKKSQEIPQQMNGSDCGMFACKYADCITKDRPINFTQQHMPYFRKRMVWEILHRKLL
#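 Compound: 10 µM single point, 0.5% DMSO; Test system: hSENP1 catalytic domain, recombinant; Timing: 50 min reaction at room temperature; Technique: FRET, CFP and YFP emission; Control set: no-enzyme wells low, DMSO-plus-enzyme wells high control.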
# An asterisk follows results filed as active; nt = no result given.
SMILES,SENP8 block,hIAP act,MPTP block,PfGluPho inh,ATG4B inh,GRIN3A LBD mod,SENP6 block,SENP1 inh
O=C(CSc1nnc(CNC(=O)c2cccc(C(F)(F)F)c2)o1)NCc1ccco1,7,0.82,-0.8,-4,-1,0,2,-1
CCN(C(=O)CSc1ccccn1)C1CCCCC1,-2,0.96,-0.2,4,3,1,0,2
CCOC(=O)c1sc(NC(=O)CN2C(=O)c3cccc4cccc(c34)C2=O)nc1C,-37,0.94,0.5,-5,-21,-1,8,-1
COc1ccc2cc3cc(C(=O)NCc4ccc5c(c4)OCO5)oc3nc2c1,-495,0.92,-2.6,-7,1,3,-18,-7
COc1ccc(Cl)cc1C(=O)N(Cc1nc(-c2cccc(C)c2)no1)C(C)C,22,0.84,0.0,8,1,-2,6,3
Cc1nc(C)c(C(=O)OC(C)C(=O)Nc2ccc(F)cc2)s1 (configuration not stated),18,1,0.3,-25,2,3,-2,-1
COc1ccc(CN(C)C(=O)c2ccc(OCC(=O)N3CCOCC3)c(OC)c2)cc1,9,0.89,-0.6,-5,4,0,-18,2
CCOC(=O)N1CCC(N2C(=O)c3ccccc3C2Nc2cc(C)cc(C)c2)CC1 (configuration not stated),20,1,1.0,-5,4,-1,-12,2
COc1cc2c(cc1OC)n(CC(=O)NC1CCCCCC1)n1c(C)cc(=O)nc21,-406,0.87,1.0,-8,5,0,5,-3
O=C(Cc1c(Cl)cccc1Cl)N/N=C/c1cccnc1,2,1.1,0.7,12,-6,0,5,-4
NC(=O)c1cn(-c2ccccc2)nc1-c1cc2ccccc2oc1=O,-320,1,0.7,3,4,-2,10,0
O=C(NC1CCCCC1)c1ccc2ccccc2c1,16,nt,-0.3,-1,nt,nt,nt,1
CC1(C)OC(=CC=Nc2ccc(Cl)cc2)OC1(C)C,-39,1.1,1.0,-2,-2,0,4,-27
Cc1ccc(-c2nc(CSc3nc4ccccc4c(=O)n3C)cs2)cc1,10,1.1,100*,5,-8,-2,1,3
CCOC(=O)c1[nH]ncc1CN1CCC(Cc2cccc(OC)c2)(C(=O)OCC)CC1,24,1.4,1.3,10,-1,-1,-9,-2
Cc1cc(NC(=O)Nc2c[nH]c(=O)[nH]c2=O)ccc1Br,5,1.1,2.2,7,-5,3,-20,-12
COc1ccc(C(=O)N/N=C/c2ccc(OC)c(COc3ccccc3)c2)cc1,-61,1.2,0.5,-15,-1,7,3,0
CCOc1ccc(C2C3=C(CCCC3=O)Nc3nc(C(F)(F)F)nn32)cc1OC (configuration not stated),-128,0.9,0.5,1,4,5,2,-2
COc1ccc(CN2CCC(C(=O)N(C)CCc3ccc(OC)c(OC)c3)CC2)c(OC)c1,26,1,2.9,-16,-8,1,-21,3
Cc1cc(C(=O)NNS(=O)(=O)c2ccccc2C(F)(F)F)nn1C(C)(C)C,12,0.88,2.4,-1,1,0,-9,0

# Part of the list above in another layout.
compound	SENP8 block	hIAP act	MPTP block	PfGluPho inh	ATG4B inh	GRIN3A LBD mod	SENP6 block	SENP1 inh
COc1ccc(C(=O)N/N=C/c2ccc(OC)c(COc3ccccc3)c2)cc1	-61	1.2	0.5	-15	-1	7	3	0
CCOc1ccc(C2C3=C(CCCC3=O)Nc3nc(C(F)(F)F)nn32)cc1OC (configuration not stated)	-128	0.9	0.5	1	4	5	2	-2
COc1ccc(CN2CCC(C(=O)N(C)CCc3ccc(OC)c(OC)c3)CC2)c(OC)c1	26	1	2.9	-16	-8	1	-21	3

# (continued)
SMILES,SENP8 block,hIAP act,MPTP block,PfGluPho inh,ATG4B inh,GRIN3A LBD mod,SENP6 block,SENP1 inh
Cc1ccccc1-c1noc(CCC(=O)NCc2ccco2)n1,-2,0.96,1.3,24,-8,1,-33,-8
Cc1nc2cc(NC(=O)C3COc4ccccc4O3)ccc2s1 (configuration not stated),2,0.95,-1.2,11,1,1,-21,1
COc1ccc(CC(=O)N(Cc2ccccc2)c2cccc(C)c2)cc1OC,4,1,-0.6,5,4,10,-15,-3
CC(C)COP(=O)(c1ccc(N(C)C)cc1)C(O)c1ccccn1 (configuration not stated),7,1.3,-0.3,8,-11,3,-9,3
Oc1ccc(/C=N/Nc2nc(N3CCCCCC3)nc(N3CCCCCC3)n2)c(O)c1,2,0.99,5.0,26,8,15*,-21,-2
CO[C@H]1C=CO[C@@]2(C)Oc3c(C)c(O)c4c(O)c(c(C=NN5CCN(C)CC5)c(O)c4c3C2=O)NC(=O)C(C)=CC=C[C@H](C)[C@H](O)[C@@H](C)[C@@H](O)[C@@H](C)[C@H](OC(C)=O)[C@@H]1C,21,0.88,-1.8,30,-8,-3,11,25
CN(C(=O)CSc1nc2cc(C(=O)O)ccc2c(=O)n1Cc1ccccc1)C1CCS(=O)(=O)C1 (configuration not stated),-16,0.93,-0.8,-20,-7,-2,-13,0
CCc1nnc(NC(=O)CCN2C(=O)/C(=C/c3cc(OC)c(OC)c(OC)c3)SC2=S)s1,20,0.89,1.8,-17,4,2,-8,48*
CNC(=O)C[C@H]1C(=O)N(Cc2ccccc2)C[C@@H]1CSC,-6,nt,0.1,-13,nt,nt,nt,1
CC1(C)C(N(O)C(=O)Nc2ccccc2)N(c2cccc(Cl)c2)C(=O)N1O (configuration not stated),13,1.1,-0.9,3,-2,-5,-10,-1
COc1cccc(-n2c(CN3CCN(c4cccc(C)c4)C(C)C3)nc3ccc([N+](=O)[O-])cc3c2=O)c1 (configuration not stated),3,0.99,3.1,39,3,-2,-7,0
CCOC(=O)C1(Cc2cccc(F)c2)CCN(C(=O)COC)CC1,12,0.94,2.3,0,-8,2,16,2
COc1ccc(S(=O)(=O)N(C)CC(=O)NCc2ccco2)cc1,5,1.1,-0.8,5,-7,0,11,-1
Cc1ccc(NC(=O)CCc2c(C)nn(-c3ccc(N4CCCCC4)nn3)c2C)cc1C,-15,1.1,-0.1,-24,2,-4,22,-3
O=C(CC1C(=O)NCCN1Cc1ccccc1C(F)(F)F)NCCc1ccccn1 (configuration not stated),-19,0.98,1.5,-2,-8,0,-8,-6
CC(=O)c1c(N2CCCC2)nc(=S)n(-c2ccccc2)c1C,19,0.97,0.6,-5,9,1,-10,1
COC(=O)c1ccc(C)cc1C1CN=NC12Cc1cc(C)ccc1C2=O (configuration not stated),57*,nt,2.2,-11,5,0,nt,0
CCOc1ccc(-c2cc(C(=O)N/N=C/c3cccnc3)c3ccccc3n2)cc1,-436,0.97,-1.8,21,1,-9,-24,-1
O=C(CSc1ncnc2nc[nH]c12)Nc1ccccc1C(F)(F)F,0,0.97,0.3,-13,7,-1,-7,0
Cc1sc2ccccc2c1CNC[C@H]1O[C@@H](n2cnc(C(N)=O)n2)[C@H](O)[C@@H]1O,-12,nt,-0.8,11,-2,0,nt,-3

# Quoted from the listing.
# SENP1 inh with Cc1cc(C(=O)NNS(=O)(=O)c2ccccc2C(F)(F)F)nn1C(C)(C)C = 0
# hIAP act with Cc1ccc(NC(=O)CCc2c(C)nn(-c3ccc(N4CCCCC4)nn3)c2C)cc1C = 1.1
# SENP6 block with CC(=O)c1c(N2CCCC2)nc(=S)n(-c2ccccc2)c1C = -10
# ATG4B inh with COc1ccc(C(=O)N/N=C/c2ccc(OC)c(COc3ccccc3)c2)cc1 = -1
# PfGluPho inh with CNC(=O)C[C@H]1C(=O)N(Cc2ccccc2)C[C@@H]1CSC = -13
# SENP8 block with COc1ccc(S(=O)(=O)N(C)CC(=O)NCc2ccco2)cc1 = 5
# hIAP act with COc1cc2c(cc1OC)n(CC(=O)NC1CCCCCC1)n1c(C)cc(=O)nc21 = 0.87

# Reprinted at random: 3 entries already listed, in no set order.
SMILES,SENP8 block,hIAP act,MPTP block,PfGluPho inh,ATG4B inh,GRIN3A LBD mod,SENP6 block,SENP1 inh
CCOc1ccc(-c2cc(C(=O)N/N=C/c3cccnc3)c3ccccc3n2)cc1,-436,0.97,-1.8,21,1,-9,-24,-1
CN(C(=O)CSc1nc2cc(C(=O)O)ccc2c(=O)n1Cc1ccccc1)C1CCS(=O)(=O)C1 (configuration not stated),-16,0.93,-0.8,-20,-7,-2,-13,0
CCc1nnc(NC(=O)CCN2C(=O)/C(=C/c3cc(OC)c(OC)c(OC)c3)SC2=S)s1,20,0.89,1.8,-17,4,2,-8,48*

# New compounds follow:
SMILES,SENP8 block,hIAP act,MPTP block,PfGluPho inh,ATG4B inh,GRIN3A LBD mod,SENP6 block,SENP1 inh
O=C(NCc1ccccn1)C1CCN(Cc2cccc(OCc3ccccc3)c2)CC1,23,0.85,0.2,-1,-7,-3,11,-6
NS(=O)(=O)c1ccc(CCNC(=O)Cc2ccccc2[N+](=O)[O-])cc1,3,1.1,0.0,18,-1,-1,-17,-1
CN(C)C(=O)CCc1ccc2c3c([nH]c2c1)[C@]1(CCc2ccccc2)[C@@H](C(=O)N2CCCCC2)C[C@H](CC(=O)NCc2cccc(C(F)(F)F)c2)C(=O)N1CC3,-3,nt,-3.5,16,nt,15*,nt,0
CC(C)NC(=O)Nc1ccc2c(c1)C(=O)N([C@H](C)CO)C[C@H](C)[C@@H](CN(C)S(=O)(=O)c1ccccc1)OCCCC[C@@H](C)O2,3,nt,-1.6,19,nt,nt,nt,-1
Cc1cc2c(OCC(O)CNCc3ccco3)cccc2[nH]1 (configuration not stated),8,1.1,-0.6,2,-3,-1,7,-3
O=C1CCCN1c1ccc(CNS(=O)(=O)c2ccc(F)cc2)cc1,28,0.99,0.9,6,-13,-6,-6,2
CCCCn1c(N)c(N(CCOC)C(=O)c2ccc(C)o2)c(=O)[nH]c1=O,-10,0.98,-1.7,-7,2,2,1,-23
CCN(C[C@H]1N[C@@](CC)(C(=O)OC)[C@H]2C(=O)N(C)C(=O)[C@@H]12)C(=O)COC,10,1.2,0.3,1,-1,-2,-9,-1
CC(C)c1ccc(CC(NC(=O)c2ccccc2)C(=O)NCC(=O)O)cc1 (configuration not stated),6,1.1,-1.0,-20,3,0,-7,3
Cn1c(SCC(=O)N2CCCC2=O)nnc1-c1ccccc1F,10,1.1,0.5,-5,-7,1,-3,0
Cc1cc(OC(=O)c2cccs2)ccc1C(C)C,17,0.97,-0.7,15,42*,3,24,4
CC1CCN(c2oc(-c3ccco3)nc2S(=O)(=O)c2ccccc2)CC1,8,1.2,0.4,-8,7,-3,-2,0
OCCNCc1cccc(OCc2ccccc2Cl)c1,6,1.2,0.5,-5,-2,1,-14,1
COc1ccc(NC(=O)CSc2nc3c(c(=O)n2-c2ccccc2)SCC3)c(OC)c1,15,0.89,-0.4,-1,12,-3,15,-1
Cc1ccc(OS(=O)(=O)c2ccccc2)c(/C=N/N=C2\NC(=O)C(C)S2)c1 (configuration not stated),23,1,-0.9,-36,26,-20,-4,2
N#CCc1ccc(NC(=O)c2ccc(S(=O)(=O)N3CCOCC3)cc2)cc1,2,0.9,-2.7,8,-7,1,10,0
Cc1ccc(S(=O)(=O)NCCC(=O)NC2CCCCCC2)cc1C,7,1,-0.5,-11,-1,1,-4,0
O=C(CCS(=O)(=O)c1ccc(Br)s1)NCc1ccc2c(c1)OCO2,8,1.2,-0.7,-1,-11,10,-5,-1
CC1CC(CC(C)C(=O)NC(=S)Nc2ccc(S(N)(=O)=O)cc2)C(=O)O1 (configuration not stated),12,0.98,-1.7,-4,5,-1,-16,1
CCOC(=O)CCC(=O)OCC(=O)NC(C)C1CC2CCC1C2 (configuration not stated),12,1,-9.7,-13,6,0,-14,2
COc1nc(N)nc(N2CCOCC2)n1,24,0.82,0.6,7,0,2,-5,2
CCOC(=O)Cc1cc(=O)n(-c2nc3ccccc3s2)[nH]1,-18,0.91,-7.9,-4,26,-8,4,-34
